NOD1 NF-kB reporter: inhibition of NOD1-driven NF-kB reporter – cell-based, luminescence, uHTS, primary screen (AID 1578) | NOD1-driven NF-kB luciferase reporter cells, luminescence; higher % means a stronger effect | inhibition, % at 4 µM; hits with a dose series show EC50 in µM | 290,000 compounds, 1% hits; in the data active means inhibition mostly above about 36%, no sharp cut-off; inactive means mostly below about 34%;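 further: HEK-293T reporter cells stimulated with the NOD1 agonist gamma-tri-DAP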
HEK293 NOD2/NF-kB: inhibition of NOD2-driven NF-kB reporter – cell-based, luminescence, uHTS, HEK293 (AID 1566). HEK293 NOD2/NF-kB luciferase reporter, luminescence; higher % means a stronger effect. 290,000 compounds, 0.63% hits. inhibition, % at 4 µM; hits with a dose series show EC50 in µM; further: many of its hits are not listed in these tables
LYP phosphatase: inhibitors of LYP phosphatase, biochemical, fluorescence intensity, uHTS (AID 1779) | recombinant LYP phosphatase, fluorescence intensity; higher % means a stronger effect | inhibition, % at 11.5 µM, or IC50 in µM where a hit was titrated | 290,000 compounds, 0.054% hits;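 further: plate controls were vehicle with enzyme for no effect and no enzyme for full effect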
TNAP activation fold: stimulation of alkaline phosphatase TNAP activity – biochemical, luminescent, no phosphate acceptor, uHTS, primary screen (AID 1001). purified TNAP, luminescent activation assay, no phosphate acceptor; higher activation fold means a stronger effect. one-dose activation fold at 20 µM; EC50 in µM for titrated hits. 200,000 compounds, 0.03% hits; in the data active means activation fold from about 3, or a potency from the dose series; inactive means the rest, 99 in 100 with activation fold below about 1.6; further: many of its hits are not listed in these tables
XIAP displacement: small molecules displacing peptide from XIAP – biochemical, IAP family, fluorescence polarization (AID 1018); XIAP BIR domain, fluorescence polarization peptide displacement; higher % means a stronger effect; 200,000 compounds, 0.007% hits; displacement, % at 20 µM, or IC50 in µM where a hit was titrated; in the data active means displacement above about 50%; further: a part of the inactive calls stands beside numbers as strong as those of hits
KOR beta-arrestin-1: kappa opioid receptor blockers – cell-based, luminescence, uHTS (AID 1778); KOR beta-arrestin recruitment, luminescence, antagonist mode; higher % means a stronger effect; inhibition, % at 10 µM; hits with a dose series show IC50 in µM; 290,000 compounds, 0.091% hits; further: strong numbers were not always called active
human PMI inhibitors: MPI inhibition at elevated mannose 6-phosphate – biochemical, fluorescence intensity, high mannose 6-phosphate, primary screen (AID 1220). 190,000 compounds, 0.66% hits. recombinant PMI enzyme, coupled fluorescence intensity; higher % means a stronger effect. one-dose inhibition, % at 20 µM; IC50 in µM for titrated hits
KOR beta-arrestin-2: KOR agonists, beta-arrestin recruitment, primary screen, cell-based, luminescence, uHTS (AID 1777); KOR beta-arrestin recruitment, luminescence; higher % means a stronger effect; activation, % at 10 µM; hits with a dose series show EC50 in µM; 280,000 compounds, 0.02% hits; in the data active means activation above about 50%, passing the limit was not always enough; further: a part of the inactive calls stands beside numbers as strong as those of hits
human PMI inhibition: MPI enzyme activity inhibition – biochemical, fluorescence intensity, coupled assay, primary screen (AID 1209) | purified PMI enzyme, coupled fluorescence intensity; higher % means a stronger effect | one-dose inhibition, % at 20 µM; IC50 in µM for titrated hits | 190,000 compounds, 0.42% hits;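 further: plate controls were DMSO vehicle for no effect and wells lacking substrate for full effect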
* = called active by the depositor; . = not tested or not shown; [ ] = remark or other dose. Unless noted, no stated cut-off is given here; in the data, active means inhibition above about 50%; inactive means the rest. This is a subset (hit frequency here may not be typical).

SMILES	NOD1 NF-kB reporter	HEK293 NOD2/NF-kB	LYP phosphatase	TNAP activation fold	XIAP displacement	KOR beta-arrestin-1	human PMI inhibitors	KOR beta-arrestin-2	human PMI inhibition
CCN(CC)CCCNC(=O)Cc1c(C(=O)O)n(C)c2ccccc12	-1%	-10%	-11%	1.1	-4.4%	4%	3%	7.1%	0%
O=C(NCCc1ccccc1)c1cccs1	-45%	-50%	-8%	1.2	-2.0%	23%	-1%	-8.3%	-6%
COc1ccc(-c2cc(C(N)=O)nc(N3CCCCCC3)n2)cc1	-12%	-1%	-10%	1.2	-0.5%	-9%	6%	1.4%	3%
Cc1cc(N2CCCCC2)nc(N2CCCCC2)n1	-24%	11%	-2%	1	-6.9%	-1%	-2%	-1.8%	-7%
CCCOc1nc(C)cc(COC)c1C(N)=O	-19%	12%	-2%	1	-9.0%	-23%	9%	0.3%	1%
O=c1[nH]c(CN2CCc3ccccc32)nc2scc(-c3cccs3)c12	8%	-9%	2%	1	-8.4%	-27%	-56%	5.5%	-31%
COC(=O)c1ccc(/C=N/NC(=O)C(=O)NCC2CCCO2)cc1 (configuration not stated)	-3%	-4%	-1%	.	.	-24%	.	-0.4%	.
COc1cc(NC(=O)c2cc(C)on2)cc(OC)c1OC	-7%	8%	-8%	1.1	-3.7%	-28%	5%	-2.6%	6%
COc1cccc(NC(=O)CN(C)C(=O)Cc2ccc(Cl)cc2Cl)c1	-12%	-6%	-5%	.	.	-35%	.	-0.8%	.
COc1ccc(/C=C2\SC(=S)N(CCC(=O)N3CCCCC3CCO)C2=O)cc1 (configuration not stated)	13%	-11%	-2%	.	.	-67%	.	7.4%	.
CC(=O)c1ccc(COC(=O)c2ccccc2NC(=O)C(C)C)cc1	-16%	5%	2%	1.1	-2.5%	-65%[20 µM]	1%	0.2%	6%
Cc1ccc(N/N=C2\CC(=O)c3ccccc32)cc1Cl	-42%	-29%	6%	0.9	-17%	-189%	-13%	10%	-6%
Cc1c(C(=O)N2CCN(Cc3ccccc3)CC2)oc2c1C(=O)CCC2	-10%	4%	-11%	.	.	-37%	.	4.0%	.
NS(=O)(=O)c1ccc(N=Nc2c(-c3ccccc3)[nH]n(-c3nc(-c4ccccc4)cs3)c2=O)cc1	26%	23%	4%	0.8	-1.3%	-23%	-10%	-7.2%	0%
CCCCc1ccc(NC(=O)CSC2=NN3CCCC(=O)N=C3S2)cc1	2%	30%	-2%	.	.	-28%	.	-1.5%	.
CC(C)(C)c1ccc(S(=O)(=O)NCc2ccc(C(=O)N3CCOCC3)cc2)cc1	-8%	9%	-3%	1.3	-2.4%	23%	0%	-0.5%	-4%
C=COC(=O)CSc1snc(SCC(=O)OC)c1C#N	-25%	8%	0%	1.1	-1.3%	-7%	5%	2.5%	9%
Cc1cc2oc(=O)cc(CN3CCOCC3)c2cc1Cl	6%	15%	-10%	.	.	-22%	.	-2.3%	.
COc1ccc(N2CCOCC2)c(NC(=O)c2cc3ccccc3o2)c1	30%	-14%	4%	.	.	-12%	.	6.1%	.
Cc1ccc(/C=C/C(=O)Oc2ccc(C#N)cc2)o1	-33%	17%	-1%	.	.	-25%	.	-0.4%	.
Cc1cc(Cl)c(C(=O)Nc2cccc(C(F)(F)F)c2)c(C)n1	4%	-21%	-9%	.	.	6%	.	-3.9%	.
O=C(NC(=S)NNC(=O)c1ccccc1O)c1ccco1	-27%	2%	-2%	2.4	-12%	11%	-16%	-0.4%	12%
CC(C)NC(=O)c1cc(=O)n(C)c(=O)n1C	4%	20%	-5%	1	-3.3%	23%	12%	0.4%	11%
Nn1c(SCc2ccc([N+](=O)[O-])cc2)nc2ccccc2c1=O	1%	-17%	-6%	.	.	-53%	.	5.0%	.
CCOC(Cn1ccc(=O)[nH]c1=O)OCC	-4%	2%	-4%	.	.	0%	.	4.3%	.

(listing goes on)
SMILES	NOD1 NF-kB reporter	HEK293 NOD2/NF-kB	LYP phosphatase	TNAP activation fold	XIAP displacement	KOR beta-arrestin-1	human PMI inhibitors	KOR beta-arrestin-2	human PMI inhibition
CCOC(=O)C1(CCc2ccccc2)CCN(C(=O)CCc2cnccn2)CC1	-31%	-35%	-5%	1	-1.6%	7%[20 µM]	5%	.	4%
O=C1CN(C(=O)CSc2nc(-c3ccc(Cl)cc3)cs2)c2ccccc2N1	3%	-5%	0%	1.1	-0.6%	8%	-4%	1.1%	1%
CCNC(=O)c1cc(Br)ccc1Cl	6%	11%	-6%	1.2	-5.1%	17%	-6%	-7.8%	-8%
Cc1ccc(NC(=O)Cc2c(Cl)cccc2Cl)cc1S(=O)(=O)N(C)C	-20%	-2%	-5%	1.2	-3.7%	-11%	-3%	9.8%	-3%
COc1ccc(CN(C)C(=O)Cc2c[nH]c3ccccc23)cc1	-12%	2%	-5%	.	.	-2%	.	-6.4%	.
CCOC(=O)C1CCCNC1=O (configuration not stated)	-1%	10%	-3%	.	.	-23%	.	0.6%	.
O=C(/C=C/c1cccs1)c1ccc(NC(=O)c2ccccc2F)cc1	-42%	-32%	-3%	1	-3.6%	17%	6%	-0.4%	2%
C=CCN1C(=O)C(CC(=O)NCC)SC1=Nc1cc(Cl)ccc1Cl (configuration not stated)	-7%	9%	-6%	.	.	5%	.	0.6%	.
COc1cc(Br)cc(CN2CCN(C/C=C/c3ccccc3)CC2)c1O	16%	-2%	-6%	1	-22%	-13%	17%	6.6%	-5%
CCN1C(=O)N(CN2CCOCC2)C2C1N(CN1CCOCC1)C(=O)N2CC (configuration not stated)	21%	-4%	-9%	1.1	-10%	-98%	-5%	-1.4%	3%
COc1cccc(CNCc2ccc3c(c2)OCO3)c1	-10%	-18%	-6%	.	.	5%	.	-5.0%	.
O=[N+]([O-])c1ccc(-c2cn3c(n2)CCC3)cc1	-9%	-24%	-4%	.	.	3%	.	3.7%	.
C/C(=N\NC(=S)Nc1ccc(F)cc1)C1CC1	-12%	-13%	-2%	1	-3.1%	27%	5%	-3.2%	25%
COC1(OC)C(=N/O)/C(=N\O)CCC1O (configuration not stated)	-16%	-1%	-8%	1.1	-2.0%	7%	0%	6.1%	-7%
O=C(Nc1ccc(N2CCCCC2)cc1)c1cc([N+](=O)[O-])cc([N+](=O)[O-])c1	-40%	22%	-3%	1.1	-1.6%	-14%	-6%	-6.0%	-5%
CC(C)(C)NC(=O)CCN1CCOCC1	0%	9%	-6%	1.1	-3.3%	1%	4%	-8.0%	4%
Cc1nc(C)c(C(=O)C2=C(O)C(=O)N(CCN3CCOCC3)C2c2cccs2)s1 (configuration not stated)	-26%	8%	-2%	1.1	-8.3%	30%	-16%	-3.3%	-24%
Cc1ccccc1OCCNC(=O)/C=C/c1ccccc1	14%	10%	-8%	1.1	-4.0%	20%	-4%	4.0%	1%
Cc1ccc(Nc2c(F)c(F)c(F)c(F)c2C(=O)O)c(C)c1	-11%	21%	-5%	1.1	-2.5%	-8%	-9%	22%	-13%
CC(=O)c1c(C(C)=O)c(C)n(-c2nc(-c3cccs3)c(C)s2)c1C	5%	6%	3%	1.1	1.1%	25%	6%	-2.2%	17%
COc1cc2c(C(=O)N3CCN(C)CC3)c(C)n(-c3ccccc3)c2cc1Br	9%	-12%	-6%	1.1	0.5%	-3%	2%	0.5%	7%
NC(=O)CC(NC(=O)Cc1ccc(Br)cc1)c1ccc(NCCN2CCCC2)c([N+](=O)[O-])c1 (configuration not stated)	0%	12%	-9%	.	.	-38%[20 µM]	.	-1.3%	.
Cc1cccc(NC(=S)N(Cc2ccco2)C(C)c2cccs2)c1 (configuration not stated)	-3%	7%	-3%	1.1	-6.2%	-34%	8%	6.0%	2%
O=C(Nc1ccc2nc(-c3ccccn3)[nH]c2c1)C1CCCCC1	-42%	-39%	5%	1	-1.2%	15%	15%	-0.8%	21%
Cc1c(C)c2ccc(OCC(=O)N3CCC(C(=O)O)CC3)c(C)c2oc1=O	4%	4%	-13%	.	.	-44%[20 µM]	.	.	.

Individual results from the entries so far:
`Cc1ccccc1OCCNC(=O)/C=C/c1ccccc1` – XIAP displacement: -4.0%
`CCN1C(=O)N(CN2CCOCC2)C2C1N(CN1CCOCC1)C(=O)N2CC` (configuration not stated) – LYP phosphatase: -9%

Remaining list, next part.
SMILES	NOD1 NF-kB reporter	HEK293 NOD2/NF-kB	LYP phosphatase	TNAP activation fold	XIAP displacement	KOR beta-arrestin-1	human PMI inhibitors	KOR beta-arrestin-2	human PMI inhibition
CCOc1ccc(CCNC(=O)COC(=O)CCC(=O)c2cccs2)cc1OCC	-26%	8%	-8%	.	.	-18%	.	5.1%	.
CCC(=O)NC(=S)Nc1ccc(N2CCN(C(=O)c3ccc(Cl)cc3)CC2)cc1	-17%	19%	0%	1	-5.9%	-53%[20 µM]	-10%	-0.9%	-1%
COc1ccccc1NC(=O)c1ccc(Br)o1	-23%	-9%	2%	1	-12%	-15%	21%	-0.7%	14%
CCC(=O)N1CCc2cc(S(=O)(=O)N3CCN(c4cc(C)ccc4C)CC3)ccc21	-12%	18%	-12%	.	.	-24%	.	0.8%	.
COc1cc(/C=N/N(C)c2ccccc2)ccc1O	-105%	-174%	-4%	1.1	-2.1%	-37%	8%	-2.7%	16%
COc1cccc(-c2c(NC(C)=O)n(C)c3ccccc3c2=O)c1	-6%	-27%	1%	.	.	9%	.	-1.4%	.
Cc1cc(C)nc(N/N=C/c2ccccc2OCc2ccc([N+](=O)[O-])cc2)n1	24%	-19%	-4%	1	1.6%	13%	-15%	3.5%	-16%
Cc1ccc(Cl)cc1Nc1nc(-c2sc(NC(=O)c3ccco3)nc2C)cs1	66%	44%	2%	1	-14%	-17%	26%	2.8%	24%
COc1ccccc1NC(=O)c1cn(C)c(=O)c2cc(OC)c(OC)cc12	-28%	-3%	-1%	1.1	-1.1%	-7%	20%	-2.8%	16%
CN(Cc1cc(=O)n2ccsc2n1)Cc1nc2ccccc2c(=O)[nH]1	-16%	10%	-2%	2.8	-4.4%	25%	1%	-1.8%	-10%
CCOC(=O)c1cnc2ccc(OCC)cc2c1NCCCN1CCOCC1	-19%	-22%	-3%	.	.	6%	.	-0.8%	.
CC(=O)N/N=C/c1ccc(OCCOc2ccc(Br)cc2)cc1	-23%	6%	-8%	1	-10%	-29%	-11%	9.7%	-15%
OCCCNC(c1ccccc1)c1ccc(O)cc1 (configuration not stated)	-33%	7%	-9%	1	-7.5%	-30%	2%	1.1%	1%
CCOC(=O)c1[nH]c2ccccc2c1NC(=O)CC(C)(C)C	-25%	-10%	-2%	1	-15%	-27%	5%	8.6%	2%
Cc1cc(Cl)ccc1OC(C)C(=O)NCCCn1ccnc1 (configuration not stated)	6%	15%	-12%	1.1	-1.7%	20%	-3%	-6.4%	-6%
O=C(Nc1ccccc1)c1cc(N2CCOCC2)nc2ccccc12	9%	5%	-3%	1.1	-3.9%	23%	-2%	0.6%	-2%
Nc1nnnn1CC(=O)N/N=C/c1cc([N+](=O)[O-])ccc1O	-15%	-3%	-2%	1.1	-3.6%	-15%	-32%	1.9%	5%

Some entries already given with just HEK293 NOD2/NF-kB, KOR beta-arrestin-1 and LYP phosphatase.
mol	HEK293 NOD2/NF-kB	KOR beta-arrestin-1	LYP phosphatase
C/C(=N\NC(=S)Nc1ccc(F)cc1)C1CC1	-13%	27%	-2%
COC1(OC)C(=N/O)/C(=N\O)CCC1O (configuration not stated)	-1%	7%	-8%
O=C(Nc1ccc(N2CCCCC2)cc1)c1cc([N+](=O)[O-])cc([N+](=O)[O-])c1	22%	-14%	-3%
CC(C)(C)NC(=O)CCN1CCOCC1	9%	1%	-6%
Cc1nc(C)c(C(=O)C2=C(O)C(=O)N(CCN3CCOCC3)C2c2cccs2)s1 (configuration not stated)	8%	30%	-2%
